# S1P2 ag – activates the human S1P2 receptor; O95136; S1P2-expressing cell line, agonist reporter read-out; activation, % at 4.5 µM; 0.46% of 97,000 active; AID 729; in the data active means activation above about 16%;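 further: 0% = vehicle low control and 100% = maximal reference agonist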
# PLAP act – activators of human placental alkaline phosphatase; purified PLAP enzyme, luminescent substrate read-out; active compounds read high; activation fold at 20 µM; 1.2% of 96,000 active; P05187; in the data active means activation fold above about 2
# PLK1 PBD inh – Plk1 (human) PBD binding inhibition; 0.13% of 97,000 active; inhibition, %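 (tested at about 20 µM)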; AID 693; Plk1 PBD phosphopeptide binding, fluorescence polarization; in the data active means inhibition above about 34%, passing the limit was not always enough
# HIV Rev-RRE inh – disrupts HIV-1 Rev binding to RRE RNA; P05866; Rev peptide-RRE RNA binding, FRET; inhibition, % at 8 µM; 0.79% of 97,000 active;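 active means inhibition above the screen-wide mean plus 3 SD, cut at about 35% in these data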;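 further: 0% = median DMSO wells and 100% = median Neomycin B control wells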
#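 Test system – labelled RRE RNA duplex and labelled Rev peptide · Reagent – labelled Rev peptide · Doses – one concentration, 8 µM nominal · Incubation – 5 + 15 min at 25 °C · Signal – FRET fluorescence readout · Read-out basis – % inhibition of FRET ratio versus controls · Control set – DMSO wells as 0% and neomycin B wells as 100% inhibition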
# S1P2 antag – S1P2 (human) receptor antagonism; O95136; 0.21% of 97,000 active; inhibition, % at 5 µM; AID 736; cell-based S1P2 antagonist assay, inhibition at 5 uM; in the data active means inhibition above about 45%;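 further: CRE beta-lactamase reporter cells expressing human S1P2 stimulated with S1P; 0% = agonist at EC80 alone and 100% = agonist plus reference antagonist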
# PLK1 inh – inhibitors of human PLK1 kinase; P53350; AID 619; recombinant PLK1 kinase, TR-FRET peptide phosphorylation; inhibition, % at 10 µM; 0.53% of 97,000 active;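 active means inhibition of 50% or more in the single-concentration screen; inactive means inhibition below 50%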;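 further: 0% = DMSO max control and 100% = H-89 dihydrochloride min control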
# FAK blocker – inhibitors of human focal adhesion kinase | Q05397 | biochemical FAK kinase activity assay | inhibition, %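 (tested at 7 µM)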 | 0.84% of 97,000 active; in the data active means inhibition above about 19%;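 further: 0% = DMSO and 100% = reference compound high control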
# Target sequence (Q05397 whole entry, looked up): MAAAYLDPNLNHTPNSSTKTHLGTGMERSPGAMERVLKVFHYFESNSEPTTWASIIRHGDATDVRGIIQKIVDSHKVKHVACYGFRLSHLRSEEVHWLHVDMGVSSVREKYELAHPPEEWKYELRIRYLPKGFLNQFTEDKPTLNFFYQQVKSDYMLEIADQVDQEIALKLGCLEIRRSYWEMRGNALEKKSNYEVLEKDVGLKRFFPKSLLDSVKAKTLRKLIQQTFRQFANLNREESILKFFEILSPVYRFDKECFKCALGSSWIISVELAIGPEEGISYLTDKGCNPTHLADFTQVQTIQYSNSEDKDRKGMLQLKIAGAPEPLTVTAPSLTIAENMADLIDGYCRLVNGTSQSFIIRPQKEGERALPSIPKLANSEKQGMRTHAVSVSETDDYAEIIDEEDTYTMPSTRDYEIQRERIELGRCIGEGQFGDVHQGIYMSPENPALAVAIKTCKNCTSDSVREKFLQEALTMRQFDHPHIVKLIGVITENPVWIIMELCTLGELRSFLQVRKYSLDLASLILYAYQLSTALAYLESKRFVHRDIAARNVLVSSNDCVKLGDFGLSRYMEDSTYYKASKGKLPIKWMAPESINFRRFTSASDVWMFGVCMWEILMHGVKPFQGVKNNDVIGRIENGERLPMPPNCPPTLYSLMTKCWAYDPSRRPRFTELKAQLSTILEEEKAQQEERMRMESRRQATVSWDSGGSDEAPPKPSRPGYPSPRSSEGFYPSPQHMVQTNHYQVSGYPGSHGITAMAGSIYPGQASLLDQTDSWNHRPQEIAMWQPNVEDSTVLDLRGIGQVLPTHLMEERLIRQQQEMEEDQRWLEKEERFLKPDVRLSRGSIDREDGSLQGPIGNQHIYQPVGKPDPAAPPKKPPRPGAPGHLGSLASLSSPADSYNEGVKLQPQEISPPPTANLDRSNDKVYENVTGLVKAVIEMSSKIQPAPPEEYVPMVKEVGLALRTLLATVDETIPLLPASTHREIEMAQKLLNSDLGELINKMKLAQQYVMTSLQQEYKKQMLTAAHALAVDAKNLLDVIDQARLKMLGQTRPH
# MT1-MMP txn act – activates MT1-MMP transcription; activation factor at 10 µM; AID 750; HT1080 MT1-MMP promoter luciferase reporter, luminescence, overnight; active compounds read high; 0.16% of 86,000 active;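 active means activation factor of at least 2 for MT1-MMP transcription at 10 µM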
# EphB4 antag – EphB4-ephrin-B2 interaction antagonism; P54760; EphB4 LBD / TNYL-RAW-Alexa532 peptide, fluorescence polarization; inhibition, % at 7 µM; 0.15% of 97,000 active; AID 720;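 active means inhibition above the screen-wide mean inhibition plus 3 SD, cut at about 15% in these data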;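 further: 0% = DMSO wells and 100% = excess unlabeled TNYL-RAW peptide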
# An asterisk follows results filed as active; · = not tested or not shown.
SMILES,S1P2 ag,PLAP act,PLK1 PBD inh,HIV Rev-RRE inh,S1P2 antag,PLK1 inh,FAK blocker,MT1-MMP txn act,EphB4 antag
Cc1ccc(-n2ncc3c(N4CCC5(CC4)OCCO5)ncnc32)c(C)c1,-1,1.5,30,2,10,1,0,1.1,-4
COc1cc2c(cc1OC)C1=C(C#N)CCC(=NC(=O)c3ccc(Cl)cc3)N1CC2,55*,1,-33,3,-14,-2,-2,·,-5
c1ccc(-c2nn3c(Cn4cnc5ccccc54)nnc3s2)cc1,-3,1,-2,2,-6,-12,0,1.1,2
CCNC(=S)NNC(=O)Cn1nc(C)cc1C,-7,1.9,-3,4,14,2,1,·,-4
CCOc1ccc2nc(SCC(=O)Nc3cc4c(cc3C(C)=O)OCO4)[nH]c2c1,-1,1,23,7,-32,-12,1,·,-8
COC(=O)c1c(CSc2cccc(C)c2)noc1C(=O)NCc1ccco1,0,1,-22,11,-18,-20,-1,·,3
Cc1ccc(-c2nc3ncccc3o2)cc1NC(=O)c1ccco1,-4,·,3,3,5,-14,5,1,4
CCOC(=O)C(CC)Sc1nc2c(cnn2-c2ccccc2)c(=O)[nH]1 (stereo unspecified),-6,1,-8,3,5,-10,9,1,5
COc1ccc(C(C(=O)NC2CCCC2)N(Cc2ccccc2)C(=O)CNC(=O)c2ccco2)cc1 (stereo unspecified),-4,1.5,16,8,-11,-1,-1,1.2,4
CSCC[C@H](NC(=O)OC(C)(C)C)C(=O)N/N=C/c1c(C)[nH]c(=O)[nH]c1=O,-6,2.2*,-14,6,18,-10,-3,·,-7
Nc1nc(-c2ccco2)cs1,-8,1,30,-2,23,-1,1,1.4,-8
CC1CCCC(C)N1C(=O)c1cc(F)c(F)cc1Cl (stereo unspecified),-3,0.9,-7,-3,10,-11,2,1,-2
COc1ccccc1-c1n[nH]c(=S)n1-c1ccccc1,-5,1,-29,4,14,-4,-6,1.3,2
Cc1ccc(CNC(=O)C2C3C=CC4(CN(Cc5cccnc5)C(=O)C24)O3)cc1 (stereo unspecified),-4,1.1,50,7,-4,-7,-5,·,7
O=C1c2ccccc2C(O)N1CCN1CCOCC1 (stereo unspecified),-7,·,-1,3,-7,-3,-1,1,-9
CC(C)COc1ccc(C(=O)N/C(=C\c2cccc([N+](=O)[O-])c2)C(=O)OC(C)C)cc1,-4,0.9,-6,8,4,-6,4,·,-5
CN(C)c1oc(COc2ccccc2F)nc1C#N,-5,0.9,-14,6,-14,-13,0,1.2,0
CCOc1ccc(N(CC(=O)N2CCN(c3ccccc3)CC2)S(=O)(=O)c2c(C)noc2C)cc1,-4,1.5,11,8,14,-14,-2,1.1,4
O=C(Nc1ncc(Cc2cccc(Cl)c2)s1)c1cccs1,-4,0.9,-19,4,-23,-8,7,1.9,-6
COc1ccccc1C(=O)Oc1ccc(C(C)C)cc1,-3,1,15,16,7,0,0,1.1,-2
COc1ccc(CCC(=O)N2c3ccccc3CC2C)cc1 (stereo unspecified),-3,1.1,-5,2,6,-8,-1,1.4,1
C=CCOc1ccc(C2NC(=O)NC(C)=C2C(=O)OC)cc1 (stereo unspecified),0,1.1,11,4,-14,-1,-2,1.1,-3
CCCOc1ccc(CSc2ncn[nH]2)cc1,-6,1.8,-20,8,0,-12,0,1.2,-6
O=C(c1cc2nc(-c3ccco3)cc(C(F)(F)F)n2n1)N1CCN(Cc2ccccc2)CC1,-2,1.8,-17,-6,-22,-11,0,1.2,-1
CCOC(=O)c1cn(-c2ccc(F)c(F)c2F)c2c(F)c(F)c(F)cc2c1=O,-2,0.8,8,5,12,-10,0,·,1

# Reformatted bar-delimited: part of the list above.
compound | S1P2 ag | PLAP act | PLK1 PBD inh | HIV Rev-RRE inh | S1P2 antag | PLK1 inh | FAK blocker | MT1-MMP txn act | EphB4 antag
COc1ccccc1C(=O)Oc1ccc(C(C)C)cc1 | -3 | 1 | 15 | 16 | 7 | 0 | 0 | 1.1 | -2
COc1ccc(CCC(=O)N2c3ccccc3CC2C)cc1 (stereo unspecified) | -3 | 1.1 | -5 | 2 | 6 | -8 | -1 | 1.4 | 1

# Continued:
SMILES,S1P2 ag,PLAP act,PLK1 PBD inh,HIV Rev-RRE inh,S1P2 antag,PLK1 inh,FAK blocker,MT1-MMP txn act,EphB4 antag
Cc1c(C(=O)NCc2ccccc2)oc2c1C(=O)CCC2,-6,·,22,2,-8,-9,-2,1,3
O=C(CCS(=O)(=O)Cc1ccccc1)N1CCN(c2ccccc2)CC1,-2,0.9,2,11,-8,-3,-1,1.1,2
COc1ccc(/C=C/C(=O)OC(C)CN2CCOCC2)cc1 (stereo unspecified),-2,1.2,-6,-4,-16,-11,0,·,-6
Cc1oc(CSCC2CCCO2)cc1C(=O)O (stereo unspecified),-2,1.2,5,9,-1,-11,-1,1.1,4
O=C(NCc1ccc(F)cc1)C1CCN(C(=O)NCc2ccccc2)CC1,-4,1,-11,9,28,-9,-2,1.1,1
S=c1sc2c(N3CCN(Cc4ccccc4)CC3)ncnc2n1-c1ccccc1,-5,1.2,-45,10,-37,-7,-1,1.2,-5
COc1cccc(/C=N\NC(=O)c2cc(OCC(F)(F)F)ccc2OCC(F)(F)F)c1,-6,1,-14,2,13,-7,0,·,0
CC(=O)Nc1ccc(S(=O)(=O)N=S(C)C)cc1,-2,0.9,-11,-2,3,-7,-7,·,-5
CCOC(=O)c1ccccc1NC(=O)c1ccc(F)cc1,3,0.9,-35,0,-20,-13,0,1,-9
Cn1c(Cn2nnc3ccccc32)nnc1SCC(=O)N1CCc2ccccc21,-3,1,-17,5,29,-8,1,1.2,3
Cc1n[nH]c(C)c1N1C(=O)c2cccc3cc(Br)cc(c23)C1=O,-5,1.6,-13,12,-10,-12,0,1.1,1
CN(C)CCCNC(=O)CCC1CCCCC1,-3,1,19,5,-8,-3,-1,1.2,-3
COc1ccc(N2C3=C(CC4=C2CC(C)(C)CC4=O)C(=O)CC(C)(C)C3)cc1,-3,1.1,1,3,20,-1,-6,1.1,6
S=C(Nc1cccc(Cl)c1)Nc1ccccc1Oc1ccccc1,-4,0.7,-9,-3,-12,-1,-12,·,-5
Cc1ccc(S(=O)(=O)NCC(=O)N(CCc2ccccc2)CC(=O)NCc2ccco2)cc1,-7,1.7,-12,2,1,-2,-4,1.1,-6
CC1CN(Cc2cc(=O)n3ccsc3n2)CC(C)O1 (stereo unspecified),-12,1.2,10,4,-11,-12,1,1.1,6
COc1ccc(C2(C(=O)Nc3nncs3)CCCC2)cc1,0,0.9,27,6,-45,-3,1,·,4
Cc1ccc2[nH]c(=O)c(C(c3nnnn3CC3CCCO3)N3CCc4ccccc4C3)cc2c1 (stereo unspecified),-10,1.4,12,5,34,-19,9,1.2,-5
Cc1[nH]nc2c1C(c1ccc(F)cc1)C(C#N)=C(N)O2 (stereo unspecified),-9,1.4,8,3,-8,57*,5,1.2,8
CC(C)OCCCNC(=O)c1c(N)n(/N=C/c2ccccn2)c2nc3ccccc3nc12,-7,1.5,-25,-5,-9,-10,4,1.1,-1
COc1cccc(C(=O)NC(=S)Nc2ccc(N3CCCC3)cc2)c1,-4,1,8,1,8,-15,1,·,8
COc1cc(OC)c(-c2nc3cnccc3n2C)cc1OC,-3,1.2,5,9,-11,-8,1,1,-1
Cc1c(NC(=O)CSc2cccc3cccnc23)c(=O)n(-c2ccccc2)n1C,-4,1,11,0,-4,-6,0,1.1,0
CCOCCCNC(=O)c1ccc2c(c1)OCO2,-6,1,2,9,15,-12,0,1.6,4
Nc1[nH]ncc1C(=O)Nc1cccc(C(F)(F)F)c1,-2,1.1,0,1,2,78*,3,1.3,-3
# More results.
SMILES,S1P2 ag,PLAP act,PLK1 PBD inh,HIV Rev-RRE inh,S1P2 antag,PLK1 inh,FAK blocker,MT1-MMP txn act,EphB4 antag
CCNc1nc(Oc2ccc(=O)n(C)n2)nc(N2CCOCC2)n1,-10,1,-15,4,0,0,4,0.9,0
CCN(CC)S(=O)(=O)c1ccc(-c2nnc3sc4cccc(C)c4n23)cc1,-6,1.6,-6,8,7,-4,2,1.2,1
C=CCNC(=O)CSc1ccc(Cl)cc1,-5,0.8,6,6,-1,-7,-3,1.4,-3
Nc1nc(N)nc(-c2ccccc2)n1,-7,1,-21,10,-3,3,4,1.1,-1
Cc1c(-c2nc(N)nc(Nc3ccc(F)cc3)n2)oc2ccccc12,-2,1,9,13,-29,-10,2,1.7,4
CCc1ccc(N2CC(C(=O)Nc3ccc(C)c(S(=O)(=O)N4CCOCC4)c3)CC2=O)cc1 (stereo unspecified),-12,2*,17,9,2,-11,-3,·,7
Cc1ccccc1OCCCN1C(=O)C(=O)c2cccc(C)c21,-6,0.8,-1,16,7,-15,5,0.9,2
COc1ccc(OC)c(-c2cc(C(=O)N3CCc4ccccc4C3)no2)c1,-7,1.1,-1,6,-10,-2,1,1.1,-10
CS(=O)(=O)NCc1nnc(SCc2ccccc2C(F)(F)F)o1,-4,1,-26,4,20,-1,3,1,2
Cc1ccc(NC(=O)c2ccc(NS(=O)(=O)c3c(C)noc3C)cc2)cc1C,-5,1.3,-1,-2,-16,-10,-3,1.1,-1
Nc1nc(SCC(=O)N2CCc3ccccc3C2)[nH]c(=O)c1-c1ccccc1,0,1.5,-11,1,-3,-12,0,1.1,-8
Cc1cccc(C(=O)NN(C)c2nc(-c3ccccc3)nnc2C(F)(F)F)c1,-5,0.9,-2,-1,-2,-10,-4,·,-2

# 16 consecutive entries from above, quoted:
SMILES,S1P2 ag,PLAP act,PLK1 PBD inh,HIV Rev-RRE inh,S1P2 antag,PLK1 inh,FAK blocker,MT1-MMP txn act,EphB4 antag
Cc1[nH]nc2c1C(c1ccc(F)cc1)C(C#N)=C(N)O2 (stereo unspecified),-9,1.4,8,3,-8,57*,5,1.2,8
CC(C)OCCCNC(=O)c1c(N)n(/N=C/c2ccccn2)c2nc3ccccc3nc12,-7,1.5,-25,-5,-9,-10,4,1.1,-1
COc1cccc(C(=O)NC(=S)Nc2ccc(N3CCCC3)cc2)c1,-4,1,8,1,8,-15,1,·,8
COc1cc(OC)c(-c2nc3cnccc3n2C)cc1OC,-3,1.2,5,9,-11,-8,1,1,-1
Cc1c(NC(=O)CSc2cccc3cccnc23)c(=O)n(-c2ccccc2)n1C,-4,1,11,0,-4,-6,0,1.1,0
CCOCCCNC(=O)c1ccc2c(c1)OCO2,-6,1,2,9,15,-12,0,1.6,4
Nc1[nH]ncc1C(=O)Nc1cccc(C(F)(F)F)c1,-2,1.1,0,1,2,78*,3,1.3,-3
CCNc1nc(Oc2ccc(=O)n(C)n2)nc(N2CCOCC2)n1,-10,1,-15,4,0,0,4,0.9,0
CCN(CC)S(=O)(=O)c1ccc(-c2nnc3sc4cccc(C)c4n23)cc1,-6,1.6,-6,8,7,-4,2,1.2,1
C=CCNC(=O)CSc1ccc(Cl)cc1,-5,0.8,6,6,-1,-7,-3,1.4,-3
Nc1nc(N)nc(-c2ccccc2)n1,-7,1,-21,10,-3,3,4,1.1,-1
Cc1c(-c2nc(N)nc(Nc3ccc(F)cc3)n2)oc2ccccc12,-2,1,9,13,-29,-10,2,1.7,4
CCc1ccc(N2CC(C(=O)Nc3ccc(C)c(S(=O)(=O)N4CCOCC4)c3)CC2=O)cc1 (stereo unspecified),-12,2*,17,9,2,-11,-3,·,7
Cc1ccccc1OCCCN1C(=O)C(=O)c2cccc(C)c21,-6,0.8,-1,16,7,-15,5,0.9,2
COc1ccc(OC)c(-c2cc(C(=O)N3CCc4ccccc4C3)no2)c1,-7,1.1,-1,6,-10,-2,1,1.1,-10
CS(=O)(=O)NCc1nnc(SCc2ccccc2C(F)(F)F)o1,-4,1,-26,4,20,-1,3,1,2

# Compound activity as filed in PubChem.
